SNCA viab count = counter-screen for SNCA expression inhibitors: cell viability. HEK-293-SNCA-luc viability, GF-AFC fluorescence, 24 h. Potency, µM (doses to about 57.1 µM), for inactives: top-dose activity change, negative = cytotoxicity, most hits filed as cytotoxic. 0.12% of 150,000 active. AID 1671193;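 further: potency means the concentration at half of the fitted maximal effect; 0% = DMSO-treated cells and -100% = medium-only wells without cells; nearly all actives have a fitted effect of over 30% in size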
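Cytotoxicity counterscreen: after 24 h compound treatment of genome-edited SNCA-luciferase HEK-293 cells, live-cell protease substrate GF-AFC read by fluorescence after 30 min; activity scaled between DMSO (0%) and medium-only (-100%), curves Hill-fitted.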
HEK293 tox = cytotoxic compounds in HEK 293 cells. HEK 293 viability, ATP luminescence (CellTiter-Glo), 48-72 h. Potency, µM (highest dose often 115 µM), without a hit: at the highest dose activity change, negative = cytotoxicity, hits mostly inhibitors. 6.6% of 94,000 active; further: potency means the concentration at half of the fitted maximal effect; nearly all actives have a fitted effect of over 60% in size
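CellTiter-Glo luminescence (cellular ATP) was read after 48 or 72 hr of compound exposure at 37 degree Celsius. Cells were HEK 293 plated at 250 cells/well.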
IP6K1 inh = inhibitors of human IP6K1. IP6K1 kinase, ADP-Glo luminescence, 2 h; stronger effect = lower value. activity change, % (series mostly up to about 58 µM). 0.81% of 140,000 active; in the data active means activity change below about -25%
Target sequence (Q92551 whole entry, looked up): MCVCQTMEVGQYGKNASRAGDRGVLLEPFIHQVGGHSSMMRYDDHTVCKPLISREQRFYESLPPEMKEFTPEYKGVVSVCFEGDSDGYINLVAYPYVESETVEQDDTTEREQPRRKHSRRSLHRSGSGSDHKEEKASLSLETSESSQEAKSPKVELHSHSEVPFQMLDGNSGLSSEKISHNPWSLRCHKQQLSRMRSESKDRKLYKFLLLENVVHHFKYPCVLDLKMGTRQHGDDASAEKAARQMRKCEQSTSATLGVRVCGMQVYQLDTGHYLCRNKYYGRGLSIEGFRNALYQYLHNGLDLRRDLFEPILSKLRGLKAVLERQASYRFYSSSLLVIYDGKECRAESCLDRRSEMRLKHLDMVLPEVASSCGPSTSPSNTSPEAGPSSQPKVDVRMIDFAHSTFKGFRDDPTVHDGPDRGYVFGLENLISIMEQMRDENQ
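ADP-Glo luminescence measures ADP made by human IP6K1 during a 2 h RT reaction with ATP/IP6 (mix at 1.3 mM/130 uM); top library doses 57.5 and 19.1 uM final.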
NIH3T3 tox = kills NIH 3T3 cells; Potency, µM (doses to about 96.7 µM), without a hit: top-dose activity change, negative = cytotoxicity, hits mostly inhibitors; NIH 3T3 viability, CellTiter-Glo ATP luminescence, 48-72 h; 4.3% of 94,000 active; further: potency means the concentration at half of the fitted maximal effect; nearly all actives have a fitted effect of over 55% in size
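Viability of NIH 3T3 cells after 48 or 72 hr compound treatment at 37 °C was assessed by CellTiter-Glo, with luminescence imaged following a 10 min room-temperature step.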
GPT2 inh = GPT2 alanine aminotransferase inhibition; Q8TD30; Recombinant GPT2, coupled pyruvate oxidase/HRP Amplex Red fluorescence; Potency, µM (doses to about 57.7 µM), for inactives: at the top dose activity change, negative = inhibition, most hits filed as inhibitors; 0.25% of 100,000 active; AID 1671188; further: potency means the concentration at half of the fitted maximal effect; nearly all actives have a fitted effect of over 60% in size; many of its hits are not listed in these tables
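Fluorescence read-out: pyruvate from GPT2 turnover coupled to pyruvate oxidase, HRP and Amplex Red (0.2mM ThPP, 0.2U/mL PO and HRP, 50uM Amplex final). Substrates 250uM a-KG, 2mM L-alanine; enzyme 10ng/uL; 30 min RT.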
SNCA expr inhib = SNCA gene expression inhibition | AID 1671194 | HEK-293 SNCA-luciferase knock-in, luminescence, 24 h | 0.17% of 140,000 active | Potency, µM (top dose mostly 57.2 µM), without a hit: top-dose activity change, negative = inhibition, usual class: inhibitors;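 further: potency means the concentration at half of the fitted maximal effect; plate controls were DMSO cells for no effect and cell-free wells for full effect; nearly all actives have a fitted effect of over 45% in size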
Luciferase inh = inhibitors of firefly (Photinus pyralis) luciferase; P08659; purified P. pyralis luciferase, luminescence, biochemical; 2.5% of 76,000 active; Potency, µM (titrated, usually from 115 µM), without a hit: at the top dose activity change, negative = inhibition, hits mostly inhibitors; AID 1347043; further: potency means the concentration at half of the fitted maximal effect; nearly all actives have a fitted effect of over 65% in size
Target sequence (P08659 whole entry, looked up): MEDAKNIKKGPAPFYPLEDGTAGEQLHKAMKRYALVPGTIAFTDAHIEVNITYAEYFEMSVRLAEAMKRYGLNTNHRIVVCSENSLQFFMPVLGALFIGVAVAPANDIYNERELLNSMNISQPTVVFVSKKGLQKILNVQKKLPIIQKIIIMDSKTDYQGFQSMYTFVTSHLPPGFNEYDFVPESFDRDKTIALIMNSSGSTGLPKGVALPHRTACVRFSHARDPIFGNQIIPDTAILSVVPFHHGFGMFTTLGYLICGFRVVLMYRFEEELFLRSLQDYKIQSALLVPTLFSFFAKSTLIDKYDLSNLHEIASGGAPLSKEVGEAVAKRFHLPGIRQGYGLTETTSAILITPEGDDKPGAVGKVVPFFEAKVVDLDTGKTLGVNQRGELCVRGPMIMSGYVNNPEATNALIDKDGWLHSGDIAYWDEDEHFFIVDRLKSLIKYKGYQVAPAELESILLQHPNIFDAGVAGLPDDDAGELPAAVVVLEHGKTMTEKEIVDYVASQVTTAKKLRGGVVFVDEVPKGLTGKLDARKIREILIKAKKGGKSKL
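Inhibitors were tested against purified firefly luciferase in a biochemical, low-substrate format (both substrates at 10uM) and luminescence measured with a CCD imager.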
The depositor's hits bear a star; i = inactive; ? = inconclusive; · = not tested or not shown; [ ] = dose if it differs, or a comment. Unless noted, the call rests on the fitted dose curve; in most records, active means well fitted curve in the direction sought with a large enough effect; inconclusive means small, poorly fitted or top-dose-only effect, or another doubt; inactive means no such curve, though single readings can be large; an effect the other way counts as inactive or inconclusive. Unless noted, on the % scale 0 is the no-effect control and ±100 the full control effect.

SMILES | SNCA viab count | HEK293 tox | IP6K1 inh | NIH3T3 tox | GPT2 inh | SNCA expr inhib | Luciferase inh
O=C(c1cccc(Cl)c1)N1CC(c2nnc(-c3ccncc3)o2)C2(CCOCC2)C1 (configuration not stated) | -5% | 3% | 2 | -1% | i | -13% | 1%
NC(=O)COc1ccc(C(=O)N[C@@H]2CNCCC[C@H]2O)cc1 | 2%[87.6 µM] | -3%[172 µM] | 11 | -27%[174 µM] | 1%[88.5 µM] | 3%[87.6 µM] | 4%[172 µM]
Cc1ccc(S(=O)(=O)N2CCN(C3CCN(Cc4ccccn4)C3=O)CC2)cc1 (configuration not stated) | 4% | -16% | 12 | -21% | i | -25% | -10%
Cc1ccc(-c2ccnc(N(C)CC3CC(=O)N(C(C)(C)C)C3)n2)c(C)n1 (configuration not stated) | -28% | 79µM* | -5 | ? | -19% | 5% | 1%
NC(=O)c1nc(CNC(=O)CC(c2ccccc2)c2ccc3c(c2)OCO3)no1 (configuration not stated) | -1% | i | 0 | -7% | -21% | -21% | 11%
CC(C)CCNC(=O)c1cc2n(n1)CC(c1ccc3c(c1)OCO3)OC2 (configuration not stated) | -4% | ? | -2 | ? | 4% | -17% | -3%
O=C(CCC(=O)N1CC2CCCN2c2ccccc21)NCc1ccccc1Cl (configuration not stated) | 10% | · | -3 | · | · | 7% | ·
O=C(Nc1ccc(C2(C(=O)N3CCN(c4ccccc4F)CC3)CCC2)cc1)C1CC1 | 1% | ? | 11 | -22% | i | -19% | 14%
COCCN1C(=O)c2ccccc2C(C(=O)NCCc2ccccc2)C12CCCCC2 (configuration not stated) | -20% | -3% | 14 | 2% | -5% | 5% | -19%
O=C(CC1CCCCC1)NCc1nnc2cc(-c3nc(C4CC4)no3)ccn12 | 1% | i | 32 | -5% | i | 5% | 4%
O=C(Nc1ccc(OCc2cc(=O)n3c4c(sc3n2)CCCC4)cc1)c1cccc(F)c1 | 1% | · | -5 | · | · | 6% | ·
O=Cc1cccc(-c2ccc(O)cc2)c1 | -23%[87.6 µM] | ? | -18 | ? | -21%[88.5 µM] | 31%[activator][87.6 µM] | ·
O=C(c1ccc2cc[nH]c2c1)N1CCN(Cc2cnc[nH]2)CC(O)C1 (configuration not stated) | -3% | 3% | 1 | -1% | 5% | -19% | 3%
CCOc1ccc(C(=O)N2CCC(c3noc(-c4ccc(S(=O)(=O)N5CCCC5)cc4)n3)CC2)cc1 | -3% | · | -2 | · | · | -12% | ·
Cn1cnc(S(=O)(=O)N2CCC(c3noc(-c4ccncc4)n3)C2)c1 (configuration not stated) | 3% | 2% | 6 | i | 2% | 21% | -6%
COc1ccc(Cn2c(C3CCN(C(=O)c4ccccc4Cl)CC3)n[nH]c2=O)cc1 | 9% | -28% | -10 | -13% | i | 3% | 11%
Cc1ccsc1C(=O)NCCC1CCN(C(=O)Nc2cc(F)cc(F)c2)CC1 | 0% | ? | 7 | ? | i | 132%[activator] | ?
CN(Cc1ccccc1)C(=O)c1ccc2c(c1)NC(C)(COc1ccccc1)CO2 (configuration not stated) | ? | 71µM* | 11 | 50µM* | ? | ? | -20%[172 µM]
COc1cccc(-c2cn3cc(C(=O)NCCc4ccccc4)nc3s2)c1 | -5% | ? | 8 | ? | i | 10% | ·
COc1cc(Nc2nc(SCC(=O)c3ccc(Br)cc3)nc3ccccc23)cc(OC)c1 | -15% | · | 19 | · | · | 0% | ·
O=C(COc1ccccc1Cl)Nc1nc(-c2ccc(F)cc2)ns1 | 14% | · | 9 | · | · | 23% | ·
CCOC(=O)c1cc(-c2ccccc2)n(CCC(=O)NCCc2ccc(C)cc2)c1C | 7% | · | 2 | · | · | 28% | ·
CC(C)Cc1nc2nccc(-c3ccccc3)n2n1 | 2% | -27% | -6 | -4% | -5% | 11% | 4%
O=C1NCc2ccccc2CC12CCN(Cc1ccc(F)c(Cl)c1)CC2 | -10% | ? | 0 | -23% | 1% | 7% | ·
CN1CCCCCCN(S(=O)(=O)N(C)C)CCC1=O | 2% | i | -3 | -8% | 3% | -1% | -5%

3 structures from above, ordered by formula weight, highest first:
SMILES | SNCA viab count | HEK293 tox | IP6K1 inh | NIH3T3 tox | GPT2 inh | SNCA expr inhib | Luciferase inh
CCOc1ccc(C(=O)N2CCC(c3noc(-c4ccc(S(=O)(=O)N5CCCC5)cc4)n3)CC2)cc1 | -3% | · | -2 | · | · | -12% | ·
O=C(c1ccc2cc[nH]c2c1)N1CCN(Cc2cnc[nH]2)CC(O)C1 (configuration not stated) | -3% | 3% | 1 | -1% | 5% | -19% | 3%
O=Cc1cccc(-c2ccc(O)cc2)c1 | -23%[87.6 µM] | ? | -18 | ? | -21%[88.5 µM] | 31%[activator][87.6 µM] | ·

Next part
SMILES | SNCA viab count | HEK293 tox | IP6K1 inh | NIH3T3 tox | GPT2 inh | SNCA expr inhib | Luciferase inh
CNC(=O)N1CCC(C2CCN(C(=O)c3ccccc3C(F)(F)F)C2)CC1 (configuration not stated) | 3%[12.5 µM] | i | 11 | -9% | i | -36% | 9%
COc1cc2c(cc1O)C1(Cc3ccc4c(c3C1=O)OCO4)N(C)CC2 (configuration not stated) | -11% | · | -4 | · | ? | · | ·
Cc1nn(-c2ccc(F)cc2)c(Oc2cccc(F)c2)c1CCC(=O)NC(C)C | -14% | ? | -4 | ? | i | -29% | 6%
Cc1ccc(C)c(NC(=O)N2C[C@@H](F)C[C@H]2C(=O)N2CCc3ccccc3C2)c1 | 0% | -4% | 7 | -7% | i | -7% | -3%
CCN1C(=O)C2CC3(CCN(C4CCCCC4)CC3)CN2C1=O (configuration not stated) | ? | 0% | 28 | -12% | i | -3% | ·
O=C1NC[C@@H](CCC(=O)N2CCOCC2)N2C[C@@H](NCc3ccc(F)cc3)C[C@@H]12 | 11%[87.6 µM] | -8%[172 µM] | 12 | -12%[138 µM] | -4%[88.5 µM] | -4%[87.6 µM] | -3%[172 µM]
CN1C[C@H](C(=O)N2CCN(c3ccccn3)CC2)C[C@H]1c1cccc(C(F)(F)F)c1 | -17%[87.6 µM] | 89µM* | 13 | ? | -11%[88.5 µM] | -1%[87.6 µM] | 2%[172 µM]
CN(Cc1ccc(F)cc1)C(=O)c1ccc(F)cc1 | 5%[87.6 µM] | -27%[172 µM] | 3 | -16%[138 µM] | 1%[88.5 µM] | 0%[87.6 µM] | -2%[172 µM]
O=C(NCC(F)F)C1CCCN(Cc2cccc(-c3cccs3)c2)C1 (configuration not stated) | 3% | 89µM* | -11 | ? | -1% | 2% | ·
Cc1ccc2occ(CC(=O)N(Cc3ccc(C(C)C)cc3)C3CCS(=O)(=O)C3)c2c1 (configuration not stated) | -12% | · | -11 | · | · | -29% | ·
O=c1c(N2CCN(c3cccc(C(F)(F)F)c3)CC2)csc2ccccc12 | -29% | · | 7 | · | · | -8% | ·
COCC(=O)NC[C@H]1Cn2c(-c3ccc4c(c3)OCCO4)cnc2CO1 | 0%[87.6 µM] | 0%[172 µM] | 4 | -27%[138 µM] | -2%[88.5 µM] | 6%[87.6 µM] | 3%[172 µM]
COc1ccc(CNC(=O)CCCn2nc(C)n3c(cc4sccc43)c2=O)cc1 | 3% | · | -4 | · | · | -11% | ·
O=C(Nc1ccc2nc3n(c(=O)c2c1)CCCCC3)C(=O)Nc1ccccc1F | -2% | · | -10 | · | · | 161%[activator] | ·
O=C(Nc1cc(Cl)ccc1Cl)c1cc(S(=O)(=O)N2CCc3ccccc3C2)ccc1F | -2% | · | 2 | · | · | ? | ·
COCCCNc1ncnc2c1CN(C1CCCCC1)C(=O)CN2C | 5% | i | -6 | -7% | i | 33%[activator] | ·
Cc1cc(C)n(Cc2ccc(C(=O)N3CCCC(CO)CCNC(=O)CC3)o2)n1 (configuration not stated) | -3% | -1% | -3 | -4% | i | 2% | 3%
CC(=O)N1CCN(C(=O)c2cccc(-c3ccco3)c2)CC(O)C1 (configuration not stated) | -15% | 2% | -5 | -2% | -10% | -7% | 0%
CCOC(=O)CSc1nc2c([nH]c3ccccc32)c(=O)n1-c1ccc(OC)cc1 | 0% | · | 25 | · | · | -17% | ·
CNC(=O)CCn1ncc2cc(OCc3ccccc3-c3cc(F)ccc3OC(C)C)ccc21 | -16% | ? | -9 | ? | 3% | ? | 6%
Cc1ccc(-c2nocc2CCC(=O)N2CCN(c3ccccc3F)CC2)cc1 | 0% | ? | 3 | -30% | -10% | 3% | -19%
O=C(Cc1ccc(F)cc1)Nc1ccc(-c2nnc3n2CCCC3)cc1 | -3% | ? | -8 | -16% | -2% | 4% | 4%
COc1ccc(CCNc2ncnc3c2CN(C2CCCC2)C(=O)CN3C)cc1 | -13% | ? | -3 | ? | i | -24% | -5%
COc1ccc(-c2nsc(NC(=O)C(C)Oc3ccc(Cl)c(C)c3)n2)cc1 (configuration not stated) | 2% | · | 59 | · | · | -20% | ·
Cc1n[nH]c(C)c1CN1CCc2nn(C)c(=O)n2CC1 | -5% | 0% | 3 | -19% | 1% | -16% | 10%
(cont.)
SMILES | SNCA viab count | HEK293 tox | IP6K1 inh | NIH3T3 tox | GPT2 inh | SNCA expr inhib | Luciferase inh
COc1ccc(-c2cc(N3CCCC(NC(=O)Cc4ccccc4)C3)n[nH]2)cc1 (configuration not stated) | -11% | ? | 0 | ? | ? | 56%[activator] | ?
Cc1ccc(-c2cc(O)c3c(c2)CNCCO3)s1 | 6% | -5% | -5 | 1% | -9% | 71%[activator] | ?
OC(c1nc(Nc2ccc(Cl)c(C(F)(F)F)c2)n[nH]1)C1CC1 (configuration not stated) | -17%[87.6 µM] | 56µM* | -21 | 50µM* | -3%[88.5 µM] | 1%[87.6 µM] | ?
O=C(NCCc1ccc(Cl)cc1)c1nc2sccn2c1-c1ccc(C(F)(F)F)cc1 | -22% | 40µM* | 10 | 20µM* | -15% | ? | ·
C[S+](=O)([O-])c1ccc(-c2nnc3ccc(C(=O)NCc4cccc(C(F)(F)F)c4)cn23)cc1 | 5% | ? | 8 | ? | -5% | -16% | ·
CCOC(=O)c1ccc(NC(=O)C2=C(C)Nc3nc(CCCO)nn3C2c2ccc(OC)cc2)cc1 (configuration not stated) | -4% | · | 16 | · | · | 8% | ·
COc1ccc(C(=O)Nc2ccc3c(c2)CCCN3S(=O)(=O)c2ccc(C)cc2)c(OC)c1 | 10% | · | 1 | · | · | 22% | ·
Cc1nc2c(c(-c3ccc(Cl)cc3)n1)CN(C(=O)c1ccc3c(c1)OCO3)CC2 | -15% | -20% | 6 | ? | i | 3% | 6%
Cc1nc(C)c(CN(C)C2CCCN(CCc3ccccc3)C2)nc1C (configuration not stated) | 6% | -14% | 2 | -23% | 5% | 38%[activator] | 7%

By substructure: those above with an aryl thioether with sulfur outside any ring
SMILES | SNCA viab count | HEK293 tox | IP6K1 inh | NIH3T3 tox | GPT2 inh | SNCA expr inhib | Luciferase inh
COc1cc(Nc2nc(SCC(=O)c3ccc(Br)cc3)nc3ccccc23)cc(OC)c1 | -15% | · | 19 | · | · | 0% | ·
CCOC(=O)CSc1nc2c([nH]c3ccccc32)c(=O)n1-c1ccc(OC)cc1 | 0% | · | 25 | · | · | -17% | ·

Compound activity: PubChem, National Center for Advancing Translational Sciences (NCATS)
